PPC-1+TRAIL kill = kills PPC-1 cancer cells in the presence of TRAIL. PPC-1 cells + TRAIL, ATPLite viability luminescence. AID 1443. cell killing (% activity), % at 4 µM. actives 0.41% (n = 220,000);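 active means cell killing above 50% in the first pass at 4 µM, then a duplicate retest at 5 µM averaging 50% or more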;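 further: plate controls were cells with TRAIL plus DMSO for no effect and medium-only wells lacking cells for full effect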
TRPML3 ag = human mucolipin-3 channel agonism. Q8TDD5. HEK293 TRPML3-YFP, Fluo-8 calcium fluorescence; 100% = the carbachol control signal. activation, % at 3 µM. actives 0.29% (n = 220,000);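 active means activation above its plate's cutoff, the mean activation of the plate's test wells plus 3 SD, cut at about 12% in these data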;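 further: 0% = DMSO only wells and 100% = carbachol wells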
Target sequence (Q8TDD5 whole entry, looked up): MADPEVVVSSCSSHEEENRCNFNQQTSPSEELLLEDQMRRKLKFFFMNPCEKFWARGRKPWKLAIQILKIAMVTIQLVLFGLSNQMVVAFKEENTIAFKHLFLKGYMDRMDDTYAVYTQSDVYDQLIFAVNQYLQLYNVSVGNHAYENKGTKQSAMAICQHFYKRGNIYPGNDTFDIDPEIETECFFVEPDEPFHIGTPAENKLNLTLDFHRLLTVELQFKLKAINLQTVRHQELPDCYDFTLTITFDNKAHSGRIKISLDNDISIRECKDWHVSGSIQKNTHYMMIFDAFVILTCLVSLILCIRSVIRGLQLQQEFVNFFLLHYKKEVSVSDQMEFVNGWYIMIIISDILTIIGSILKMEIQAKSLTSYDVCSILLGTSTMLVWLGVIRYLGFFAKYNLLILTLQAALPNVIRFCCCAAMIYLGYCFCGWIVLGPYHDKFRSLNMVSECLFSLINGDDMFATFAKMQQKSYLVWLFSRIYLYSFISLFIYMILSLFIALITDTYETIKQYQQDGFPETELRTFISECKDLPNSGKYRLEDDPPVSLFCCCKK
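Test system: HEK293 cells stably carrying human TRPML3-YFP; Doses: single dose, 3 µM final nominal compound, 0.3% DMSO final; Schedule: dye loading 1 h 37 °C then 30 min ambient, 125 s read; Technique: Fluo-8 calcium fluorescence; Benchmarks: high control carbachol 87 µM, low control DMSO.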
Wee1 stabilizer = human Wee1 degradation inhibition, primary screen; P30291; HeLa Luc-Wee1K328M stability, luciferase luminescence; 100% = proteasome inhibitor MG132 effect; reporter increase, % at 5 µM; actives 1.2% (n = 220,000); AID 1321;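 active means activation above the mean of all tested compounds plus 3 SD, set per screening run, cut at about 8.8% in these data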;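 further: cells exposed to compound for 20 h before luminescence read; 0% = DMSO alone and 100% = MG132 at 30 µM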
RBBP9 inh = human RBBP9 hydrolase inhibition; O75884; recombinant RBBP9, FP-Rh probe fluorescence polarization; inhibition, % at 7.94 µM; actives 0.2% (n = 220,000); AID 1515;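 active means inhibition above the campaign mean of all tested compounds plus 3 SD, cut at about 14% in these data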;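 further: plate controls were DMSO wells with RBBP9 for no effect and wells lacking RBBP9 protein for full effect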
Target sequence (O75884 whole entry, looked up): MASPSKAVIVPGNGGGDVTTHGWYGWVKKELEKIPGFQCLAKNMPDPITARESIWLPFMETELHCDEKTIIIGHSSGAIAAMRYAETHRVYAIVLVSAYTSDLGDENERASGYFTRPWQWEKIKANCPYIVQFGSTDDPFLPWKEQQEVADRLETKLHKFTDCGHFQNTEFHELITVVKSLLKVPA
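Measured by – fluorescence polarization · Test system – RBBP9 protein · Input – 2.5 µM RBBP9 dispensing solution, before mixing · Measure – percent inhibition from mP, scaled between DMSO and no-protein wells · Benchmarks – DMSO-treated enzyme wells and wells lacking RBBP9 · Times – preincubation 30 min plus labeling 45 min at 25 °C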
Ba/F3 V617F tox = lowers viability of Ba/F3 cells expressing EpoR and JAK2V617F; ATP luminescence; actives 1.1% (n = 220,000); inhibition, % at 5.6 µM;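 active means inhibition above the campaign mean plus 3 SD over all tested compounds, cut at about 24% in these data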;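 further: cytokine-independent growth of Ba/F3 cells driven by EpoR plus mutant JAK2; 0% = DMSO-treated cells and 100% = JAK inhibitor I control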
TNF necrop inh = inhibitors of TNF-alpha induced necroptosis in Jurkat FADD-/- cells; Jurkat FADD-/- TNF necroptosis rescue, ATP luminescence, 24 h; 0 = TNF only, 100 = no-TNF cells; activation (protection from cell death), % at 10 µM; actives 0.068% (n = 220,000); AID 463075;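 active means activation, meaning protection from cell death, of at least 50% relative to plate controls; inactive means activation below 50%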;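 further: necroptosis triggered by 40 ng/mL TNF-alpha added together with compound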
CHOP inh = CHOP inhibition in unfolded protein response | actives 3.8% (n = 220,000) | inhibition, % at 10 µM | CHO-K1 CHOP-promoter luciferase, tunicamycin-induced, 15-18 h | AID 2732;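 active means compounds that reduced the stress-induced luciferase reporter signal by more than about 70% of percent inhibition, limit read from the data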;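 further: 0% = tunicamycin plus vehicle and 100% = wells without tunicamycin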
BaF3 tox = reduces parental Ba/F3 cell viability, JAK2V617F counter-screen | CellTiter-Glo ATP luminescence | inhibition, % at 5.6 µM | actives 1.1% (n = 220,000) | AID 1486;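 active means inhibition above a per-campaign cutoff, the mean inhibition of all tested compounds plus 3 SD, cut at about 27% in these data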;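 further: 0% = DMSO wells and 100% = JAK Inhibitor I control wells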
TRPN1 ag = activates the zebrafish TRPN1 channel. actives 0.18% (n = 220,000). HEK293 zebrafish TRPN1-YFP, Fluo-8 calcium fluorescence; 100% = response to 87 µM carbachol. AID 1424. activation, % at 3 µM;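 active means activation above its plate's cutoff, the mean activation of test wells on that plate plus 3 SD, cut at about 19% in these data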;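 further: 0% = DMSO alone and 100% = 87 µM carbachol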
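Material – zebrafish TRPN1-YFP in HEK293 cells · Doses – 3 µM single point · Schedule – dye 1 h 37 °C plus 30 min RT · Signal – Fluo-8 calcium fluorescence, excitation 470-495 nm, emission 515-575 nm · Read-out – % activation versus carbachol response · Control set – carbachol high, DMSO low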
An asterisk follows results filed as active.

Compound,RBBP9 inh,PPC-1+TRAIL kill,TRPML3 ag,BaF3 tox,Wee1 stabilizer,CHOP inh,TRPN1 ag,Ba/F3 V617F tox,TNF necrop inh
CCOC(=O)Cn1c2c(c(=N)c3ccccc31)CCC2,2,-4,0.8,5,-2,-26,0.4,-4,0.0
COc1ccc(/C(C)=N/OCC(=O)N2CC3(C)CC2CC(C)(C)C3)cc1 (stereo not given),-8,5,-0.8,3,3,6,0.0,4,-0.1
CCCN1CCN(C(=O)Nc2ccc(OCC)cc2)CC1,-2,13,-0.1,3,4,14,-0.1,3,-0.1
COc1ccc(OCCCC(=O)Nc2cccc(C(C)=O)c2)cc1,-2,-7,0.3,-1,0,-9,-1.0,73*,1.0
CS(=O)(=O)N1CCN(c2ccc(NC(=O)CSc3nnc(-c4ccco4)o3)cc2)CC1,-3,13,0.1,5,3,5,-0.1,3,0.6
O=C(OCC(=O)N(C1CCCCC1)C1CCCCC1)c1cnccn1,-10,-6,0.4,1,-2,22,0.9,2,-0.8
COCCNC(=O)c1cc(OC)c(OC)cc1[N+](=O)[O-],-4,-6,1.1,3,0,3,0.6,-1,0.0
COC(=O)C1=C(C)NC(=O)C1(NS(=O)(=O)c1ccc(C)cc1)C(F)(F)F (stereo not given),3,0,0.2,3,1,-23,-0.4,-2,0.9
CCOC(=O)c1c(NC(=O)CSc2nc3ccccc3o2)sc(C(C)=O)c1C,-5,9,0.4,6,-3,44,2.1,0,0.3
COC(=O)c1ccc(N)nc1,-4,-2,1.0,4,0,2,0.3,3,-0.4
Cc1c(C#N)c(SCC(N)=O)nc2c1CCCC2,-4,-14,0.6,4,0,-14,0.9,-3,-3.7
CCNC(=O)NC(=O)CSc1nc2ccccc2n1CC(C)C,-5,-6,-1.3,1,1,27,-0.6,-2,0.2
Cc1cccc(N(CC(=O)Nc2c(C)n(C)n(-c3ccccc3)c2=O)S(C)(=O)=O)c1C,-1,8,0.8,1,-2,1,0.4,-4,0.3
CC(=O)c1ccc(N=C2SCCCN2C(=O)C2CCCCC2)cc1,-10,20,-0.5,2,8,1,0.0,1,1.8
Cc1cc(N2CCN(C)CC2)nc2ccc(NC(=S)N3CCN(c4ccccn4)CC3)cc12,-5,22,0.6,13,0,4,0.2,4,2.5
CCC(=O)N1CCc2cc(S(=O)(=O)NCCC(=O)N3CC=C(c4ccccc4)CC3)ccc21,-7,6,-0.5,2,-3,62,0.4,0,-2.9
CCOC(=O)NNc1ccccc1,1,-2,1.1,-2,-2,10,-0.3,3,12
COc1ccc(-c2nnc3ccc(SC(C(C)=O)C(C)=O)nn23)cc1OC,-14,5,0.6,8,0,12,-0.5,1,-1.5
CCCCCCCCc1nc(SCC(C)=O)n[nH]1,-6,13,-0.9,1,0,17,-1.5,1,0.1
O=C(NCc1ccc(N2CCCC2=O)cc1)Nc1ccccc1,-9,-10,0.8,2,0,1,-0.1,-3,0.9
CC1CC(C)CN(C(=O)c2ccccc2Nc2ccc(SC(F)F)cc2)C1 (stereo not given),-2,7,1.2,-1,0,32,-0.4,0,-1.9
O=C(/C=C/c1ccc(F)cc1)NCCCN1CCN(CCCNC(=O)/C=C/c2ccc(F)cc2)CC1,-5,25,0.0,9,-1,20,-0.6,1,5.5
Cc1cc(NC(=O)c2cccc(C(=O)Nc3cc(C)on3)n2)no1,7,8,-0.1,-1,-1,-5,-0.3,-3,-0.4
Cc1ccc(C2NC(=O)c3c(sc4c3CCN(C)C4)N2)o1 (stereo not given),-3,17,1.0,0,-2,11,0.5,-2,0.3

An excerpt of these results, with two lines to a compound.
Values run as follows: RBBP9 inh | PPC-1+TRAIL kill | TRPML3 ag | BaF3 tox | Wee1 stabilizer | CHOP inh | TRPN1 ag | Ba/F3 V617F tox | TNF necrop inh
Cc1ccc(C2NC(=O)c3c(sc4c3CCN(C)C4)N2)o1 (stereo not given)
    -3 | 17 | 1.0 | 0 | -2 | 11 | 0.5 | -2 | 0.3
COc1ccc(-c2nnc3ccc(SC(C(C)=O)C(C)=O)nn23)cc1OC
    -14 | 5 | 0.6 | 8 | 0 | 12 | -0.5 | 1 | -1.5

Carrying on.
Compound,RBBP9 inh,PPC-1+TRAIL kill,TRPML3 ag,BaF3 tox,Wee1 stabilizer,CHOP inh,TRPN1 ag,Ba/F3 V617F tox,TNF necrop inh
O=C(COc1ccccc1CNCc1ccccc1)Nc1ccccc1,-2,6,0.9,3,9,30,-0.8,4,2.3
Fc1ccc(-c2cnc(-c3cccs3)o2)cc1,-7,14,0.3,5,0,3,0.9,-1,-1.7
CCn1cnc2sc(-c3ccccc3)cc2c1=O,7,36,0.0,0,0,-6,0.1,-2,0.5
CN(C)c1ccc(P(=O)(Nc2ccccc2)N2CCOCC2)c(NC(=O)c2cccs2)c1 (stereo not given),-3,-2,-0.3,7,3,-4,0.2,0,-1.1
Cc1nn(CCc2nn[nH]n2)c2nc(-c3ccc(C4CCCCC4)cc3)cc(C(F)(F)F)c12,-9,26,0.6,4,1,106*,-1.2,0,0.8
Cn1c(NC(=O)c2ccc(S(=O)(=O)N3CCCCC3)cc2)cc(=O)n(C)c1=O,-2,5,1.6,2,-3,-2,2.1,0,0.3
CC(C)SCCCOc1ccc(C(C)(C)C)cc1,2,-3,1.3,3,1,33,0.1,-2,1.2
O=C1CCC(/C=C/c2ccccc2)=NN1Cc1ccc(F)cc1,-5,12,-0.1,5,-1,39,-0.2,-1,1.5
O=C(O)c1ccccc1-c1ccccc1C(=O)Nc1cccc(O)c1,-6,9,1.1,8,-3,-4,-0.2,-1,0.6
CN(C)C(=O)c1ccccc1Sc1cc(Cl)ccc1Cl,-9,16,-0.4,-2,-3,18,-0.9,-3,-4.6
Cc1cccc(-n2c(O)c(C=Nc3c(C)n(C)n(-c4ccccc4)c3=O)c3ccccc3c2=O)n1,-4,-22,0.7,6,-1,12,-0.1,2,-1.7
COCC(=O)Nc1nc(-c2ccc([N+](=O)[O-])cc2)cs1,-5,-13,1.6,10,0,-8,0.9,0,-0.6
CCc1nc(SCC(=O)N2CCC(C)CC2)c2c(=O)n(C)c(=O)n(C)c2n1,-8,-2,0.3,5,-1,8,0.9,0,-2.4
O=C(COC(=O)c1cccc(S(=O)(=O)NCc2ccccc2)c1)NCC1CCCO1 (stereo not given),-8,-1,-0.8,4,0,16,1.2,2,1.4
O=C(CCCCCNC(=O)c1ccccc1)N/N=C/c1ccco1,-7,21,-0.5,11,-3,25,1.8,-1,-1.5
COc1ccc(Cn2ccnc2)cc1[N+](=O)[O-],-11,-1,0.9,6,-1,7,5.7,-1,1.2
O=C1CC(SCCc2nc3ccccc3[nH]2)C(=O)N1c1ccc(F)cc1 (stereo not given),-5,12,0.0,5,1,-7,0.0,4,-2.5
CN(C)C(=O)NCc1ccc(S(N)(=O)=O)cc1,-2,-9,0.1,8,1,13,-0.3,1,-1.7
NNC(=O)CN1C(CN2CCOCC2)=Nc2ccc(Br)cc2C1c1ccccc1 (stereo not given),-1,6,0.8,3,-1,4,1.3,-2,-1.0
C=C(C)CN(CC)C(=O)CSc1nc2ncc(Cl)cc2[nH]1,-8,26,0.4,1,-4,1,0.8,-3,1.2
COC(=O)Cn1c2c(c3cc(C)ccc31)CCCC2NC(C)c1ccccc1 (stereo not given),-3,-7,-1.0,0,2,-1,-1.8,-4,1.5
Nc1c(C(=O)O)sc2nc(-c3ccccc3)cc(-c3ccccc3)c12,-2,-1,0.4,1,11*,-8,1.2,-4,2.8
COc1ccc(C=C2C(=O)c3ccccc3C2=O)cc1O,-3,26,0.7,3,-2,-17,-0.2,-1,-4.7
O=C(COC(=O)CCS(=O)(=O)c1ccc(Cl)cc1)Nc1ncc(Cl)cc1Cl,-5,-3,0.5,13,7,34,1.7,-1,-0.1
Cc1nnc(NC(=O)Cn2c(=O)sc3ccccc32)s1,-7,35,-0.7,5,-3,-33,-0.6,-2,0.4
Cc1ccc(NC(=O)Nc2ccc3c(c2)nc(C)n3C)cc1C,-1,15,0.0,1,7,-18,-0.2,-2,1.6
Cc1ccc(S(=O)(=O)N2CCCCC2)cc1NC(=S)NC(=O)c1ccco1,-7,12,8.4,-1,-3,17,3.8,0,1.8
CCCCn1c2nc3ccccc3nc2c2c(=O)n(C(C)CC)cnc21 (stereo not given),1,0,-0.2,2,-2,50,-0.1,-2,-11
CNC(=S)N/N=C(\C)c1cccc(C(F)(F)F)c1,-3,33,-0.5,4,1,6,-2.2,-1,-0.2
N#CCCN(C(=O)COC(=O)COc1ccc(Cl)cc1)c1ccccc1,-11,10,0.7,4,-3,-5,0.9,1,1.3
CCCC(=O)NC(=S)Nc1cccc(NC(=O)c2ccc(Cl)cc2Cl)c1,-5,25,1.2,9,1,56,-0.1,4,-4.5
COc1ccc(-c2cc(C(F)(F)F)c(C#N)c(SCC(=O)Nc3ccccc3C#N)n2)cc1,-2,9,0.4,0,0,44,0.1,2,-5.8
Cc1cccc(N2C(=O)C3C(c4ccccc4)OC4(C(=O)c5ccccc5C4=O)C3C2=O)c1 (stereo not given),8,17,0.0,0,0,22,0.8,-3,-4.6
C[N+]1(CC(=O)OCCCC2CCCCC2)CCCC1,1,-7,0.4,3,3,-12,0.8,0,0.2
COc1ccc(-c2cc(-c3cccs3)nc3sc(C#N)c(N)c23)cc1,-2,38,0.8,4,2,45,0.9,-2,2.0
CCCN1CCN(C(=O)Cn2cnc3ccc(S(=O)(=O)N4CCC(C)CC4)cc3c2=O)CC1,-7,9,-0.2,1,-2,6,1.1,4,1.6
O=c1c2ccc([N+](=O)[O-])cc2ncn1CCOc1ccc(Cl)cc1,-6,13,0.0,3,-1,21,0.6,0,0.5
O=C(O)c1cn(Cc2ccccc2)nc1-c1cccnc1,-5,19,0.8,3,5,-13,2.3,-1,0.5
CCC(Sc1nccn1C)C(=O)Nc1nnc(C)s1 (stereo not given),1,5,0.2,5,-1,0,1.3,-4,2.0
Cc1ccc(N=Nc2c(N)[nH]n3c(=O)cc(C)nc23)cc1,8,-19,0.1,0,-2,25,-3.4,-2,1.6
Cc1ccc(S(=O)(=O)N2CCCCC2)cc1C(=O)Nc1ccc2cn[nH]c2c1,-11,9,0.4,-2,2,23,1.1,-4,-3.3
Cc1cc(NC(=O)CSc2nnc(NCc3ccccc3)s2)no1,5,4,-0.6,-10,0,10,-0.3,-1,2.9

High-throughput results from PubChem.
